Compound activity as filed in PubChem.
HSF-1 act: HSF-1 activators, primary screen, NIH3T3-HGL cells, MG132 stress, luminescence, single point. NIH3T3-HGL HSF-1 luciferase reporter, 8 h; 100% = twice DMSO control signal. activation, % at 9 µM. 300,000 compounds, 1.7% hits. AID 504408, 2011;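 active means mean replicate activation of at least 50% with a set share of replicates each reaching 50%; inconclusive means only one of those two conditions met; inactive means mean below 50% and too few replicates reaching it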;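 further: 0% = median of the neutral control wells and 100% = twice that signal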
HDAC3 inh: HDAC3 deacetylase inhibitors, primary screen, biochemical, fluorescence, cell-free homogeneous | 320,000 compounds, 0.15% hits | inhibition, % at 8.3 µM | recombinant HDAC3, fluorogenic peptide/trypsin coupled | Histone deacetylase 3 (Homo sapiens), O15379; in the data active means inhibition above about 26%, passing the limit was not always enough; inconclusive means no clear call, values can overlap the other calls
Target sequence (O15379 whole entry, looked up): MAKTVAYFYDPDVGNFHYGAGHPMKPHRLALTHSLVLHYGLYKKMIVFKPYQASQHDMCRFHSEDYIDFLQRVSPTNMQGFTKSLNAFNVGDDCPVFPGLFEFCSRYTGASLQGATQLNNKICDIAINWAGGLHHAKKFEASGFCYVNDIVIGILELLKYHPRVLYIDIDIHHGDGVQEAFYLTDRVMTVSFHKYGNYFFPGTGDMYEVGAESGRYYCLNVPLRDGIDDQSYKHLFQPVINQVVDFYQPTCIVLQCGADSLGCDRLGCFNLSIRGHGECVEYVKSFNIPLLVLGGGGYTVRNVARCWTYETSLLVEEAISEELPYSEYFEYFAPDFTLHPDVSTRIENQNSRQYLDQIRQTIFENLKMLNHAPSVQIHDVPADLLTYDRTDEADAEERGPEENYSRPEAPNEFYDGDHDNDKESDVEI
aSyn 5UTR inh: MLPCN primary screen, SNCA 5' untranslated region | alpha-synuclein 5'UTR reporter, inhibitor activity | inhibition, % (tested at 7.5 µM) | 300,000 compounds, 0.82% hits | AID 1813, 2009; in the data active means inhibition above about 60%; inconclusive means no clear call, values can overlap the other calls;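 further: H4 neuroglioblastoma cells stably carrying SNCA 5'UTR luciferase fusion; 0% = DMSO wells and 100% = positive control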
HIF activator: HIF pathway transcriptional activators, primary screen, cell-based, U2OS HRE-luciferase, luminescence; 300,000 compounds, 0.32% hits; U2OS HRE-luciferase reporter; normalized: DMSO 0%, desferrioxamine 100%; AID 1910, 2009; activation, % at 7.5 µM (by protocol);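 active means mean activation of at least 10% of the iron chelator positive control signal, with at least half of replicates also reaching 10%; inconclusive means mean and replicate majority disagree about reaching 10%; inactive means mean and most replicates under 10%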
Platelet DG rel: inhibitors of platelet dense granule secretion, primary screen, cell-based, MLPCN, human platelets. inhibition, %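 (compounds screened at 7.5 µM in platelet-rich plasma)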. human platelet-rich plasma, SFLLRN dense granule ATP release, luminescence. 300,000 compounds, 0.22% hits;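 active means mean replicate score, as percent of positive control, at or above 50; inconclusive means mean below 50 but at least one replicate at or above 50; inactive means mean and every replicate below 50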
HSF1 inhib: HSF1 inhibitors in luciferase reporter cells, primary screen, cell-based, NIH3T3, luminescence; NIH3T3-HGL HSE-luciferase, MG132-induced, luminescence 8 h; stronger effect = lower value; activity change, negative = inhibition, % at 7.5 µM (by protocol); 300,000 compounds, 0.77% hits; AID 2098, 2009;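 active means more than half of replicate wells show activity change below -50%, luminescence cut by over half; inconclusive means some wells, but at most half, below -50%; inactive means no replicate well below -50%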;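 further: luciferase reports HSF-1 transcriptional activity via heat shock element; 0% = median of DMSO wells and -100% = zero luminescence signal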
AI-2 QS modul: Vibrio harveyi AI-2 quorum sensing modulators, primary screen, JMH597 strain, luminescence/OD600 ratio. Vibrio harveyi JMH597 AI-2 luminescence/OD600 ratio, 9 h; stronger effect = lower value; strain lacks LuxN and CqsS sensors; 0 = neutral-control median. activity change, % at 7.5 µM. AID 2094, 2009. 300,000 compounds, 0.4% hits; in the data active means activity change below about -75%, passing the limit was not always enough; inconclusive means no clear call, values can overlap the other calls;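 further: luminescence divided by OD600 gain over 9 h not by final OD600 alone; inactives centre near 13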
HSP90 inh: HSP90 inhibitors, primary screen, cell lysate, luminescence | 290,000 compounds, 0.91% hits | inhibition, % at 5.6 µM | Rabbit reticulocyte lysate, luciferase refolding luminescence, 3 h | Heat shock protein HSP 90 (rabbit reticulocyte lysate; luciferase refolding);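 active means inhibition above the screen-wide mean plus 3 SD, computed separately per campaign, cut at about 16% in these data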;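 further: 0% = DMSO wells and 100% = 60 µM geldanamycin wells; inhibitors lower the luminescence because luciferase stays unfolded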
IEC-6 tox: cytotoxicity in IEC-6 intestinal epithelial cells, primary screen, cytotoxicity control for KLF5 inhibitor project, cell-based, luminescence; inhibition, % at 5 µM; IEC-6 cytotoxicity, luminescence viability; AID 1825, 2009; 290,000 compounds, 0.78% hits; in the data active means inhibition above about 22%;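 further: 0% = plate median of test compound wells and 100% = cytotoxic reference compound wells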
KLF5 inh: KLF5 expression inhibitors, primary screen, DLD-1 cells, luminescence | inhibition, % at 5 µM | DLD-1 KLF5 promoter-luciferase reporter | AID 1700, 2009 | 290,000 compounds, 0.23% hits;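 active means inhibition above a per-plate limit of that plate's mean compound inhibition plus 3 SD, cut at about 60% in these data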;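 further: 0% = DMSO wells and 100% = LY294002 at 200 µM; higher means less KLF5 promoter-driven luciferase light; inactives centre near -14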
* marks the source's active call; other numbers are inactive results; ? = inconclusive; · = no result given.

(1) Cc1ccc([N+](=O)[O-])cc1NC(=O)CSc1nncn1-c1ccccn1
(2) CN(C)c1nc(N)nc(CSc2nnnn2-c2ccccc2)n1
(3) FC(F)(F)c1ccc(C2[C@H]3CN(Cc4ccc(-c5ccccc5)cc4)[C@H](c4ccccc4)C34CC2(c2ccccc2)C4)cc1 (stereo partly specified)
(4) COc1ccc2c(-c3ccccc3)cc(SCC(=O)N(C)C3CCS(=O)(=O)C3)nc2c1 (stereo unspecified)
(5) Cc1nc2c(Cl)cccc2[nH]1
(6) COc1ccc(C(=O)[C@H]2[C@H]3C(=O)N(c4ccccc4)C(=O)[C@H]3C3C=CC=NN32)cc1 (stereo partly specified)

entry no.	1	2	3	4	5	6
HSF-1 act	3	9	-9	4	3	22
HDAC3 inh	-7	-5	3	5	0	2
aSyn 5UTR inh	-2	9	13	17	8	53
HIF activator	0.2	0.0	1.2	0.1	3.1	1.8
Platelet DG rel	-2	-3	-1	0	-6	14
HSF1 inhib	2	1	1	7	2	1
AI-2 QS modul	23	-7	27	13	-2	16
HSP90 inh	-1	4	·	5	0	-2
IEC-6 tox	-8	-2	·	0	5	-4
KLF5 inh	-9	-19	·	-17	-22	-20

(7) COc1cc(NC(=O)c2cc3c(=O)n(C)c4ccccc4c3n2C)cc(OC)c1OC
(8) COc1ccc(O[C@H]2C=C[C@@H](c3ccccc3)O[C@@H]2COC(=O)CC/C(C)=N/OC[C@@H](O)COCc2ccco2)cc1
(9) CC1(C)Nc2ccccc2C(=O)N1c1ccc(Br)cc1
(10) CN(c1ccc(C(=O)N2CCOCC2)cc1[N+](=O)[O-])C1CCCCC1
(11) O=C(Nc1cccc2ccccc12)N(CCO)C1CCS(=O)(=O)C1 (stereo unspecified)
(12) O=c1c2ccccc2sc2ccc(Cl)cc12

entry no.	7	8	9	10	11	12
HSF-1 act	4	14	46	·	23	19
HDAC3 inh	-2	13	7	-6	-3	-5
aSyn 5UTR inh	22	6	-84	·	20	-106
HIF activator	-0.1	-0.4	0.5	·	-0.2	0.8
Platelet DG rel	1	-1	-15	2	13	13
HSF1 inhib	-5	8	22	·	-8	11
AI-2 QS modul	19	12	-69	15	27	-4
HSP90 inh	1	-1	·	-3	-4	-4
IEC-6 tox	8	-4	·	-1	5	1
KLF5 inh	-15	-19	·	-85	3	-21

(13) COc1ccc(C(=O)Cc2ccc(F)cc2)c(OC)c1
(14) CCc1ccc(OCCCC(=O)Nc2ccc(N3CCCCC3)cc2)cc1
(15) CCn1cc([N+](=O)[O-])c(C(=O)N2N=C(c3ccc(Cl)c(Cl)c3)CC2c2ccccc2O)n1 (stereo unspecified)
(16) O=C(N/N=C/c1cc([N+](=O)[O-])ccc1O)c1cccc2ccccc12
(17) CCOC(=O)C1CCCN(C(=O)c2ccc(Cn3c(=S)[nH]c4cc(C(=O)OC)ccc4c3=O)cc2)C1 (stereo unspecified)
(18) Cc1cccc(CS(=O)(=O)Cc2ccc(C(=O)NCc3ccccc3)o2)c1

entry no.	13	14	15	16	17	18
HSF-1 act	?	-2	?	15	-15	6
HDAC3 inh	4	0	-3	4	-3	1
aSyn 5UTR inh	-117	13	-6	12	-20	-9
HIF activator	2.1	-0.3	-0.8	11*	0.1	-0.4
Platelet DG rel	-6	-3	-10	-7	-26	4
HSF1 inhib	15	-5	49	8	-6	2
AI-2 QS modul	18	12	50	22	0	18
HSP90 inh	-5	2	4	1	2	3
IEC-6 tox	6	2	-11	-12	3	12
KLF5 inh	-87	-5	-8	-8	6	-40

A second format for 14 compounds above.
The line under a structure holds: HSF-1 act	HDAC3 inh	aSyn 5UTR inh	HIF activator	Platelet DG rel	HSF1 inhib	AI-2 QS modul	HSP90 inh	IEC-6 tox	KLF5 inh
(5) Cc1nc2c(Cl)cccc2[nH]1
  3	0	8	3.1	-6	2	-2	0	5	-22
(6) COc1ccc(C(=O)[C@H]2[C@H]3C(=O)N(c4ccccc4)C(=O)[C@H]3C3C=CC=NN32)cc1 (stereo partly specified)
  22	2	53	1.8	14	1	16	-2	-4	-20
(7) COc1cc(NC(=O)c2cc3c(=O)n(C)c4ccccc4c3n2C)cc(OC)c1OC
  4	-2	22	-0.1	1	-5	19	1	8	-15
(8) COc1ccc(O[C@H]2C=C[C@@H](c3ccccc3)O[C@@H]2COC(=O)CC/C(C)=N/OC[C@@H](O)COCc2ccco2)cc1
  14	13	6	-0.4	-1	8	12	-1	-4	-19
(9) CC1(C)Nc2ccccc2C(=O)N1c1ccc(Br)cc1
  46	7	-84	0.5	-15	22	-69	·	·	·
(10) CN(c1ccc(C(=O)N2CCOCC2)cc1[N+](=O)[O-])C1CCCCC1
  ·	-6	·	·	2	·	15	-3	-1	-85
(11) O=C(Nc1cccc2ccccc12)N(CCO)C1CCS(=O)(=O)C1 (stereo unspecified)
  23	-3	20	-0.2	13	-8	27	-4	5	3
(12) O=c1c2ccccc2sc2ccc(Cl)cc12
  19	-5	-106	0.8	13	11	-4	-4	1	-21
(13) COc1ccc(C(=O)Cc2ccc(F)cc2)c(OC)c1
  ?	4	-117	2.1	-6	15	18	-5	6	-87
(14) CCc1ccc(OCCCC(=O)Nc2ccc(N3CCCCC3)cc2)cc1
  -2	0	13	-0.3	-3	-5	12	2	2	-5
(15) CCn1cc([N+](=O)[O-])c(C(=O)N2N=C(c3ccc(Cl)c(Cl)c3)CC2c2ccccc2O)n1 (stereo unspecified)
  ?	-3	-6	-0.8	-10	49	50	4	-11	-8
(16) O=C(N/N=C/c1cc([N+](=O)[O-])ccc1O)c1cccc2ccccc12
  15	4	12	11*	-7	8	22	1	-12	-8
(17) CCOC(=O)C1CCCN(C(=O)c2ccc(Cn3c(=S)[nH]c4cc(C(=O)OC)ccc4c3=O)cc2)C1 (stereo unspecified)
  -15	-3	-20	0.1	-26	-6	0	2	3	6
(18) Cc1cccc(CS(=O)(=O)Cc2ccc(C(=O)NCc3ccccc3)o2)c1
  6	1	-9	-0.4	4	2	18	3	12	-40

Continued.
(19) Cc1cccc(C)c1NC(=O)C1(N(Cc2ccco2)C(=O)CC2NC(=O)NC2=O)CCCCC1 (stereo unspecified)
(20) O=C(NC1CCCC1)c1ccc(Br)s1
(21) O=C1c2ccccc2S(=O)(=O)c2cc(C(=O)N3CCC(C(=O)N4CCCCC4)CC3)ccc21
(22) Cc1c(Cl)cnc(NC(=O)CSc2nncs2)c1Cl
(23) CC1CCN(CCCNC(=O)C2CC(=O)N(CCc3ccccc3)C2)CC1 (stereo unspecified)
(24) CCNc1nc(NCC)nc(SCC(C)=O)n1

entry no.	19	20	21	22	23	24
HSF-1 act	49	7	-2	9	-10	11
HDAC3 inh	0	1	1	-10	0	2
aSyn 5UTR inh	-4	-19	31	35	-11	4
HIF activator	-0.1	0.2	-0.1	0.6	0.7	0.0
Platelet DG rel	-3	0	-1	-2	4	-5
HSF1 inhib	5	-3	-3	3	-5	3
AI-2 QS modul	3	23	19	0	6	18
HSP90 inh	4	0	·	-5	5	2
IEC-6 tox	6	2	·	-10	4	-2
KLF5 inh	22	-33	·	2	-3	-44

(25) CC1(C)Cc2c(sc(NC(=O)c3ccc(C(=O)c4ccccc4)cc3)c2C(N)=O)C(C)(C)N1
(26) N#C/C(=C(/O)CN1CCN(c2ccccc2F)CC1)c1nc(-c2ccccc2)cs1
(27) O=C1NCC(COc2ccc([N+](=O)[O-])cc2)O1 (stereo unspecified)
(28) CSc1sc(C(=O)N(C)C)c2c1S(=O)(=O)N(C)c1ccccc1-2

entry no.	25	26	27	28
HSF-1 act	4	-2	19	0
HDAC3 inh	0	5	-3	2
aSyn 5UTR inh	48	14	9	2
HIF activator	0.1	-0.2	-12	0.2
Platelet DG rel	5	9	1	-2
HSF1 inhib	-3	1	-5	-2
AI-2 QS modul	34	9	23	19
HSP90 inh	-1	0	-3	3
IEC-6 tox	7	7	-11	2
KLF5 inh	-53	-5	-21	-18
